Vif imaging: blocks HIV Vif function. HEK293T cells, Vif self-association by quenched fluorescence, imaging, 24 h. 340,000 compounds, 0.35% hits. inhibition, % at 7.49 µM. AID 602346; in the data active means inhibition above about 50%, passing the limit was not always enough; further: some results filed as inactive read as strong as hits
HIF-2a block: HIF-2a inhibition | 786-0 RCC cells HIF-2a reporter, luciferase luminescence, overnight | inhibition, % at 18.8 µM | 360,000 compounds, 0.72% hits | AID 624352;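 active means inhibition of the luminescence signal of 40% or more relative to plate controls, in a single-dose primary screen at 18.75 µM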
NR2E3 ag-1: activates human photoreceptor nuclear receptor NR2E3 | GST-NR2E3/biotin-RetCOR TR-FRET, 1536-well | 320,000 compounds, 0.12% hits | AID 2300 | inhibition of corepressor binding, % at 4.78 µM | Q9Y5X4;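 active means percent inhibition above the cutoff of mean plus 3 SD of all tested compounds, set per screening campaign, cut at about 20% in these data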;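 further: 0% = DMSO wells and 100% = biotin wells as full block of FRET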
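Assay system: NR2E3–RetCOR corepressor complex. Quantity: 1.35 nM GST-NR2E3. Buffer or medium: pH 7.5 Tris-based buffer. Reagent: biotinylated RetCOR corepressor at 7 nM final. Schedule: 5 h at 4 °C. Detection: TR-FRET, emission read at 617 and 671 nm. Replicates: one well per compound, singlicate testing.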
CF NFkB block: cystic fibrosis NF-kB activation inhibition. inhibition, % at 5 µM. KKLEB NF-kB-GFP reporter, PAF-induced, GFP fluorescence overnight. 360,000 compounds, 0.86% hits;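 active means at least 50% inhibition at 5 µM, scaled per plate between neutral and stimulator controls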;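 further: PAF is a Pseudomonas aeruginosa culture filtrate used as stimulus; plate controls were PAF-stimulated DMSO wells for no effect and unstimulated DMSO wells for full effect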
CaV13 ICDI inh: Disruptors of the CACNA1D IQ motif to Ca2+-dependent inactivation inhibitor domain association, primary screening, Förster resonance energy transfer in intact living … | 340,000 compounds, 0.098% hits | AID 743397 | HEK cells, CFP/YFP FRET ICDI-IQ, plate reader, 10 min; percent FRET-ratio fall versus neutral wells | inhibition, % at 12.3 µM;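 active means mean replicate inhibition of at least 30% and at least 1% of replicates passing that level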;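 further: 0% = median of the neutral control wells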
TRPM1 prom inh: inhibitors of MITF-driven TRPM1 promoter in melanoma cells | SK-MEL-5 TRPM1 promoter luciferase, 24 h | inhibition, % at 12.5 µM | AID 488899 | 330,000 compounds, 0.83% hits;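 active means mean inhibition across replicates of 60% or more, whatever share of single replicates reaches that level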; further: values of inactives mirror those of a sister screen read the other way
PDI turbidity: inhibitors of human protein disulfide isomerase; 350,000 compounds, 0.052% hits; P07237; PDI insulin aggregation turbidity, A650, 90 min; inhibition, % at 10 µM; AID 588391;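 active means mean inhibition across replicates of 30% or more, whatever share of single replicates reach that level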;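 further: absorbance from insulin aggregation driven by PDI reduction with DTT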
Target sequence (P07237 whole entry, looked up): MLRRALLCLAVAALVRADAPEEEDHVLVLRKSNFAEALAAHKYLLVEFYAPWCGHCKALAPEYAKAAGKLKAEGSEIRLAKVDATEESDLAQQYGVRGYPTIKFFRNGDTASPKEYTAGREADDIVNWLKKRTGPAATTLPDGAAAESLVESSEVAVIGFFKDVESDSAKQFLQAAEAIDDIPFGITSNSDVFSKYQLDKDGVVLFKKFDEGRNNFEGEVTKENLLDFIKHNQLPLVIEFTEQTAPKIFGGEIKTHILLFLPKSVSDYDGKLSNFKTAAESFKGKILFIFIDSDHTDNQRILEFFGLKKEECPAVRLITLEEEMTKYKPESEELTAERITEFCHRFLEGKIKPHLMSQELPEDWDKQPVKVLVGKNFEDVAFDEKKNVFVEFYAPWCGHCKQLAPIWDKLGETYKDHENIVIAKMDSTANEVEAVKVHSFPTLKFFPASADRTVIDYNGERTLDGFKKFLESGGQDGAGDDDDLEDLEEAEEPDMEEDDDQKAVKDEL
KKLEB tox: counter-screen for CF NF-kB inhibitors: cytotoxicity. KKLEB CF airway cells viability, ATPlite luminescence, overnight; hits give low values; cells stimulated with P. aeruginosa culture filtrate. activity change (cytotoxicity), % at 5 µM. 360,000 compounds, 0.36% hits. AID 602141;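 active means corrected activity change at or below -50% at 5 µM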
Shn3 inh set2: Schnurri-3 reporter inhibition in Clone20 osteoblasts | AID 588674 | inhibition, % at 12.5 µM | Clone20 osteoblast Shn3 3'UTR firefly luciferase, 24 h | 360,000 compounds, 0.52% hits;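 active means mean inhibition of at least 75% with every replicate also reaching 75%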;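 further: 0% = median of neutral control wells and 100% = pilot-screen positive control compound; some compounds past the cut are filed as inactive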
Peg3 prom inh: Peg3 promoter activity inhibition. HeLa PEG-Prom luciferase reporter, luminescence, overnight. inhibition, % at 20 µM. 360,000 compounds, 1.7% hits;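 active means inhibition of at least 50% at 20 µM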
NR2E3 ag-2: activates human NR2E3 receptor; 360,000 compounds, 0.35% hits; CHO-S Gal4-NCOR/VP16-NR2E3 two-hybrid, luciferase; Q9Y5X4; AID 602229; inhibition of corepressor binding, % at 3.98 µM;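 active means inhibition above the mean of all tested compounds plus 3 SD, cut at about 70% in these data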;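 further: 0% = DMSO with NR2E3 transfected cells and 100% = cells lacking NR2E3 construct; higher means lower luciferase signal from less NR2E3 corepressor binding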
* hit, by the source's call; x = no result given. The order is random. Share with any hit: about 3.3%.

The line under a structure holds: NR2E3 ag-1 | CaV13 ICDI inh | HIF-2a block | NR2E3 ag-2 | TRPM1 prom inh | Shn3 inh set2 | PDI turbidity | KKLEB tox | Vif imaging | Peg3 prom inh | CF NFkB block
CCCCNC(=S)Nc1ccc([N+](=O)[O-])cc1
→ 4 | -15 | -84 | -31 | -13 | 46 | 0 | 7 | 2 | -29 | 15
CCc1nnc(NC(=O)CSc2nnc(CNC(=O)c3cc(OC)c(OC)c(OC)c3)o2)s1
→ 2 | -1 | 6 | 7 | 3 | -19 | -1 | 7 | 8 | 2 | 0
O=c1c2[nH]c3ccccc3c2ncn1Cc1cccnc1
→ x | -5 | 10 | -5 | 2 | -7 | -6 | -9 | x | -8 | 11
O=C1NC(c2ccc(Br)cc2)Oc2ccccc21 (stereo unspecified)
→ 2 | -20 | -6 | -58 | -1 | 0 | -3 | 4 | 9 | -12 | 8
Cc1cc(C)c(-c2c(O)c3c(n(C)c2=O)CC(C)(C)CC3=O)c(C)c1
→ 4 | -4 | 26 | 2 | -8 | 3 | -3 | 0 | -1 | 0 | -8
Cc1ccc(NC(=O)COc2ccc3oc4c(c3c2)CCCC4)nc1
→ 0 | -5 | 9 | -38 | 4 | -4 | -10 | 4 | 7 | 1 | 2
O=[N+]([O-])c1cccc(-c2nc(-c3cccs3)c(-c3cccs3)[nH]2)c1
→ 0 | -5 | -3 | -12 | 17 | 18 | -3 | -9 | 7 | 13 | 9
Cc1ccc(SCC(=O)NNC(=O)CNC(=O)c2ccc(Br)cc2)cc1
→ x | -18 | 2 | 7 | 6 | 0 | -6 | -6 | 1 | 22 | 10
COC(=O)CNC(=O)C1CCCN1C(=O)CNC(=O)OCc1ccccc1 (stereo unspecified)
→ -1 | -19 | -4 | -4 | 4 | -13 | 6 | 0 | -1 | -7 | -5
CC(C)(C)C(=O)NC(=S)Nc1ccc(Cc2ccncc2)cc1
→ 6 | 1 | -43 | 32 | 7 | 22 | 11 | 17 | 2 | -18 | -14
COC(=O)CNc1nc(Cl)nc(N2CCC(C)CC2)n1
→ 2 | -17 | 10 | 3 | 1 | 11 | 4 | -6 | 6 | 5 | 1
CCC(C)c1ccc(NC(=S)NCCn2cc(Br)cn2)cc1 (stereo unspecified)
→ -1 | -4 | -3 | -15 | -8 | 6 | 6 | 7 | 3 | 4 | -4
COc1ccc2oc(C(=O)OC(C)C(=O)N3C(C)CCCC3C)c(C)c2c1 (stereo unspecified)
→ x | -5 | -68 | -7 | -10 | 1 | 12 | -16 | 1 | -27 | 11
Cc1nc(-c2cccnc2)sc1C(=O)Nc1ccc(F)cc1F
→ 0 | x | 19 | -44 | -9 | 4 | 9 | -4 | 5 | 15 | 11
CC(C(=O)NCc1ccccc1)N1C(=O)c2ccccc2C1=O (stereo unspecified)
→ 1 | -4 | 15 | -26 | 9 | 22 | -3 | 0 | -2 | -3 | -3

Twelve compounds already listed, sorted by length of the SMILES, highest first.
The line under a structure holds: NR2E3 ag-1 | CaV13 ICDI inh | HIF-2a block | NR2E3 ag-2 | TRPM1 prom inh | Shn3 inh set2 | PDI turbidity | KKLEB tox | Vif imaging | Peg3 prom inh | CF NFkB block
CCc1nnc(NC(=O)CSc2nnc(CNC(=O)c3cc(OC)c(OC)c(OC)c3)o2)s1
→ 2 | -1 | 6 | 7 | 3 | -19 | -1 | 7 | 8 | 2 | 0
O=[N+]([O-])c1cccc(-c2nc(-c3cccs3)c(-c3cccs3)[nH]2)c1
→ 0 | -5 | -3 | -12 | 17 | 18 | -3 | -9 | 7 | 13 | 9
Cc1cc(C)c(-c2c(O)c3c(n(C)c2=O)CC(C)(C)CC3=O)c(C)c1
→ 4 | -4 | 26 | 2 | -8 | 3 | -3 | 0 | -1 | 0 | -8
Cc1ccc(SCC(=O)NNC(=O)CNC(=O)c2ccc(Br)cc2)cc1
→ x | -18 | 2 | 7 | 6 | 0 | -6 | -6 | 1 | 22 | 10
COC(=O)CNC(=O)C1CCCN1C(=O)CNC(=O)OCc1ccccc1 (stereo unspecified)
→ -1 | -19 | -4 | -4 | 4 | -13 | 6 | 0 | -1 | -7 | -5
Cc1ccc(NC(=O)COc2ccc3oc4c(c3c2)CCCC4)nc1
→ 0 | -5 | 9 | -38 | 4 | -4 | -10 | 4 | 7 | 1 | 2
CC(C)(C)C(=O)NC(=S)Nc1ccc(Cc2ccncc2)cc1
→ 6 | 1 | -43 | 32 | 7 | 22 | 11 | 17 | 2 | -18 | -14
CC(C(=O)NCc1ccccc1)N1C(=O)c2ccccc2C1=O (stereo unspecified)
→ 1 | -4 | 15 | -26 | 9 | 22 | -3 | 0 | -2 | -3 | -3
Cc1nc(-c2cccnc2)sc1C(=O)Nc1ccc(F)cc1F
→ 0 | x | 19 | -44 | -9 | 4 | 9 | -4 | 5 | 15 | 11
CCC(C)c1ccc(NC(=S)NCCn2cc(Br)cn2)cc1 (stereo unspecified)
→ -1 | -4 | -3 | -15 | -8 | 6 | 6 | 7 | 3 | 4 | -4
COC(=O)CNc1nc(Cl)nc(N2CCC(C)CC2)n1
→ 2 | -17 | 10 | 3 | 1 | 11 | 4 | -6 | 6 | 5 | 1
O=c1c2[nH]c3ccccc3c2ncn1Cc1cccnc1
→ x | -5 | 10 | -5 | 2 | -7 | -6 | -9 | x | -8 | 11

Molecules listed so far containing two or more sulfur atoms (two):
The line under a structure holds: NR2E3 ag-1 | CaV13 ICDI inh | HIF-2a block | NR2E3 ag-2 | TRPM1 prom inh | Shn3 inh set2 | PDI turbidity | KKLEB tox | Vif imaging | Peg3 prom inh | CF NFkB block
CCc1nnc(NC(=O)CSc2nnc(CNC(=O)c3cc(OC)c(OC)c(OC)c3)o2)s1
→ 2 | -1 | 6 | 7 | 3 | -19 | -1 | 7 | 8 | 2 | 0
O=[N+]([O-])c1cccc(-c2nc(-c3cccs3)c(-c3cccs3)[nH]2)c1
→ 0 | -5 | -3 | -12 | 17 | 18 | -3 | -9 | 7 | 13 | 9

Next section.
The line under a structure holds: NR2E3 ag-1 | CaV13 ICDI inh | HIF-2a block | NR2E3 ag-2 | TRPM1 prom inh | Shn3 inh set2 | PDI turbidity | KKLEB tox | Vif imaging | Peg3 prom inh | CF NFkB block
COc1ccc(NC(=O)CN2CCN(Cc3ccc4c(c3)OCO4)CC2)cc1OC
→ 0 | x | 18 | -16 | 10 | -25 | 5 | 6 | -4 | 16 | 2
Cc1nn(Cc2cccc(C(=O)NCC(C)C)c2)c(C)c1Br
→ -4 | -5 | 12 | -4 | 6 | 21 | 1 | 8 | x | 15 | -8
Cc1cccc(C)c1NC(=O)Cn1c(=O)n(CCCC(=O)NCc2ccco2)c(=O)c2sccc21
→ 2 | x | 17 | -20 | 0 | 15 | -3 | 8 | -4 | 8 | -7
COc1ccc(/C=N/Nc2cc(C)nc(N3CCOCC3)n2)c(OC)c1
→ 2 | -5 | -31 | -3 | 15 | 5 | -7 | -7 | 2 | -21 | -15
Cc1ccc(S(=O)(=O)NC(=O)C2(C)CCN2C(=O)CCc2ccc(Cl)cc2Cl)cc1 (stereo unspecified)
→ x | -6 | 0 | 22 | x | 2 | 7 | -6 | 12 | 12 | -16
CCSC1=C(C#N)C(c2ccc(OC)c(OC)c2)CC(=O)N1 (stereo unspecified)
→ 5 | -5 | 10 | -4 | 1 | -30 | -4 | -11 | 31 | -8 | 14
Fc1ccc(C2CCCN2Cc2nc(Cc3ccccc3F)no2)cc1 (stereo unspecified)
→ 0 | -6 | 4 | -7 | -1 | 25 | 11 | 9 | 7 | 9 | -3
COc1ccc2[nH]c3c(Cl)ncnc3c2c1
→ 1 | -16 | 14 | 23 | 18 | 20 | 1 | -5 | 15 | -23 | -7
CCN(CC)C(=O)CN(c1cc(Cl)ccc1OC)S(=O)(=O)c1ccc(C)c([N+](=O)[O-])c1
→ 2 | -4 | 0 | 6 | 6 | 18 | -2 | 1 | 2 | 18 | 6

High-throughput results from PubChem BioAssay.
